Vif-APOBEC3F blk: qHTS for Inhibitors of Vif-A3F Interactions: qHTS; 0.2% of 390,000 active; Potency, µM (series often up to 46.1 µM), without a hit: at the highest dose activity, negative = active; HeLa A3F-eYFP + Vif (tagged APOBEC3F with the HIV-1 protein that degrades it), YFP fluorescence increase; further: potency means the concentration at half of the fitted maximal effect; % of control where 0% means no effect; nearly all actives have a fitted effect of over 65% in size
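HeLa cells stably expressing Vif plus C-terminally eYFP-tagged A3F were seeded, incubated overnight at 37 deg C, dosed with compound, incubated overnight again at 37 deg C. Yellow fluorescence (Ex 488/Em 500-530) reported blocked Vif-mediated A3F-eYFP degradation.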
Vif-APOBEC3G blk: qHTS for Inhibitors of Vif-A3G Interactions: qHTS; DNA dC->dU-editing enzyme APOBEC-3G (Homo sapiens), Q9HC16; HeLa A3G-eYFP + Vif (tagged APOBEC3G with the HIV-1 protein that degrades it), YFP fluorescence, overnight; Potency, µM (titrated, usually from 46.1 µM), for inactives: at the highest dose activity, negative = active, hits mostly inhibitors; 0.076% of 410,000 active;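 further: potency means the concentration at half of the fitted maximal effect; on the % scale 0 is the no-effect control and ±100 the full control effect; nearly all actives have a fitted effect of over 60% in size; hits raise eYFP signal because A3G escapes Vif-driven loss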
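HeLa cells stably expressing Vif and C-terminally eYFP-tagged A3G, seeded overnight at 37 deg C, then exposed to compound by pintool overnight at 37 deg C. Rise in yellow fluorescence (Ex 488/Em 500-530, Acumen) marks blocked Vif-driven A3G degradation.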
ALOX12 inh: Primary qHTS assay for inhibitors of human arachidonate 12S-lipoxygenase (ALOX12): Round 2; purified 12hLO, xylenol orange hydroperoxide absorbance; Potency, µM (doses to about 108 µM), for inactives: top-dose activity change, negative = inhibition, most hits filed as inhibitors; 1.1% of 580,000 active; AID 1671190, 2021; further: potency means the concentration at half of the fitted maximal effect; on the % scale 0 is the no-effect control and ±100 the full control effect
Target sequence (P18054 whole entry, looked up): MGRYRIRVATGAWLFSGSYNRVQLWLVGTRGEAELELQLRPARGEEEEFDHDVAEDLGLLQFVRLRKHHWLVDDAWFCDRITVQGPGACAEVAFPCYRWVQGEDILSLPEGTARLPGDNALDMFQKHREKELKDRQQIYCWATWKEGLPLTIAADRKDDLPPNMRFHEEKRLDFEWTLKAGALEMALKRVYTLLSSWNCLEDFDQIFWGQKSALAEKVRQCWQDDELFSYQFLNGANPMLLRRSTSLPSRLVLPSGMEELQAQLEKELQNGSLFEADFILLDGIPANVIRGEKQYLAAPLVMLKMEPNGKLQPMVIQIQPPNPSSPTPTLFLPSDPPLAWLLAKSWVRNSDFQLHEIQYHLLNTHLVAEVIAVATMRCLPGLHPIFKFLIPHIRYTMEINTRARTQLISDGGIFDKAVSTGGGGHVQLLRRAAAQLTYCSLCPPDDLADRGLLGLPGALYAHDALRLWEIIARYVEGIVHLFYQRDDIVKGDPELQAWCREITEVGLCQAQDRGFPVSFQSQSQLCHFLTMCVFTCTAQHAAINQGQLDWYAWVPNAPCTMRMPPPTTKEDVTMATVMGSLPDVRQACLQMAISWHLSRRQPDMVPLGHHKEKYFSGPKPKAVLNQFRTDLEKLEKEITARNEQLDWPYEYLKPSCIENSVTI
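Purified human 12hLO at 150 nM in 25 mM Hepes, 0.01% Triton X-100, pH 7.0, preincubated 15 min at room temperature with compound. Reaction started with 40 uM arachidonic acid, 30 min at room temperature. Hydroperoxide measured by Fe-xylenol orange, 573/405 nm absorbance ratio.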
RGS4 inhibitor: Inhibitors of Regulator of G Protein Signaling (RGS) 4: qHTS | Regulator of G-protein signaling 4 (Homo sapiens), P49798 | Transcreener GDP fluorescence polarization, RGS4-accelerated GTP hydrolysis | Potency, µM (titrated, usually from 114 µM), inactives show at the top dose activity change, negative = inhibition, most hits filed as inhibitors | 0.039% of 390,000 active | AID 504845, 2011; further: potency means the concentration at half of the fitted maximal effect; on the % scale 0 is the no-effect control and ±100 the full control effect; nearly all actives have a fitted effect of over 75% in size; some results filed as inactive show a strong effect at the top dose
Target sequence (P49798 whole entry, looked up): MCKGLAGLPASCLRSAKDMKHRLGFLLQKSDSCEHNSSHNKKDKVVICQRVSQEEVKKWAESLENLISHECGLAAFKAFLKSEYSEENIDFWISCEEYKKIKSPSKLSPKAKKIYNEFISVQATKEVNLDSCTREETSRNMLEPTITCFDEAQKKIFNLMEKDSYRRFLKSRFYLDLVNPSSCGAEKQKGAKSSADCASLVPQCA
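MLSMR compounds (23 nl, pin-transferred) preincubated 10 min at room temperature with a 500nM (2x) first reagent, then RGS4 at 900nM (2x) plus Transcreener GDP mix added; fluorescence polarization (620/688 nm) read before and after 90 min at 30 °C.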
D2 antag: HTS Assay for Allosteric Antagonists of the Human D2 Dopamine Receptor: Primary Screen for Antagonists; AID 485344, 2010; inhibition, % at 10 µM; HEK293 TREx D2 cells, calcium flux, dopamine EC80; D(2) dopamine receptor (Homo sapiens), P14416; 2% of 340,000 active; in the data active means inhibition above about 30%; further: 0% is about no effect
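Tetracycline-induced HEK293 T-REx cells expressing D2 force-coupled to calcium signalling were dye-loaded, exposed to compound for 180 s, then challenged with an EC80 of dopamine; calcium flux was followed kinetically for a further 180 s.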
Glioma ERSR ind: qHTS for Inducers of the Endoplasmic Reticulum Stress Response (ERSR) in Human Glioma: qHTS | 0.02% of 420,000 active | U87-MG GRP78 promoter luciferase reporter, 16 h | Potency, µM, inactives show top-dose activation, actives largely listed as activators; further: potency means the concentration at half of the fitted maximal effect; series mostly up to about 76 µM; % of control where 0% means no effect; nearly all actives have a fitted effect of over 35% in size
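Stably transfected U87-MG human glioma cells carrying a GRP78-based luminescent sensor were seeded at 1000 cells/well, pin-dosed with compounds and incubated 16 h. Luciferase reagent was then added, and end-point luminescence was read after 10 min at room temperature.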
LDHA inh: qHTS assay for inhibitors of human lactate dehydrogenase | activity change, % (values are at about 110 or 230 µM) | L-lactate dehydrogenase A chain (Homo sapiens), P00338 | 0.15% of 480,000 active | purified LDHA, NADH/diaphorase-resazurin fluorescence; stronger effect = lower value; in the data active means activity change below about -30%; inconclusive means mostly about -25% to -30%;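 further: plate controls were DMSO wells for no effect and wells without enzyme for full effect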
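Resorufin fluorescence (ex540/em590), read at 0 and 20 min after diaphorase/resazurin addition, reports the NADH left after a 5 min room-temperature reaction of 2 nM human LDH5 with 0.06 mM NADH and 0.2 mM pyruvate.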
D2 ag: HTS Assay for Allosteric Agonists of the Human D2 Dopamine Receptor: Primary Screen for Agonists. D(2) dopamine receptor (Homo sapiens), P14416. HEK293 T-REx D2 cells, calcium flux agonist mode. activation, % at 2 µM. 0.53% of 340,000 active. AID 485358, 2010;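 active means activation over 3 SD above normal in the single-dose calcium agonist read, cut at about 30% in these data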; further: 0% is about no effect
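Agonism is scored from calcium flux in a force-coupled, inducible HEK293 cell line expressing D2, read kinetically for 180 s after compound addition against dopamine controls.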
ERG-DNA inh: qHTS for Small Molecule Inhibitors of the ERG Ets/DNA interaction. fluorescence polarization, His-ERG Ets domain / labelled DNA. Potency, µM (series often up to 76.9 µM), without a hit: at the top dose FP activity, negative = inhibition, most hits filed as inhibitors. 0.028% of 370,000 active; active means well fitted inhibition curve with a large enough effect in the polarisation, with a control signal flat; inconclusive means small, poorly fitted or top-dose-only effect, or effect the other way, or a change in a side signal; inactive means no such curve, though single readings can be large or run the other way; the % refers to the polarisation;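 further: polarization taken with two DNA probes labelled with fluorescein and Texas red; potency means the concentration at half of the fitted maximal effect; % of control where 0% means no effect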
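His-tagged ERG Ets domain (1 uM in the protein solution; 300mM KCl, 50mM Tris-HCl, 1mM EDTA, 1mM DTT, pH 7.5) received compound, then a probe mix of 5 nM fluorescein-DNA and 100nM Texas-615-DNA. Fluorescence polarization was read for both dyes.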
* hit, by the source's call; ? = inconclusive; · = no result given; [ ] = another dose, or the depositor's remark. Unless noted, the call rests on the fitted dose curve; in most records, active means well fitted curve in the direction sought with a large enough effect; inconclusive means small, poorly fitted or top-dose-only effect, or another doubt; inactive means no such curve, though single readings can be large; an effect the other way counts as inactive or inconclusive.

Value order – D2 ag	LDHA inh	Vif-APOBEC3G blk	Glioma ERSR ind	RGS4 inhibitor	ALOX12 inh	Vif-APOBEC3F blk	D2 antag	ERG-DNA inh
- CCc1cccc(NC(=O)Cn2c(=O)n(Cc3ccccc3)c(=O)c3c2c2cc(OC)ccc2n3C)c1
→ 0.8	-10.0	0.2%	-2.3%	39.1%	-5.8%	-0.4%	·	-1.1%
- CCOC(=O)c1c(C)[nH]c(O)c1C=Nc1ccc(Cl)cc1
→ ·	-10.2	-3.7%	-5.2%	22.6%	?	-5.2%	·	1.6%
- CN(C)C(CNC(=O)c1cccc(NS(=O)(=O)c2ccc(Br)cc2)c1)c1ccco1 (configuration not stated)
→ 0.3	-1.0	-2.2%	-1.7%	6.5%	?	-26.5%	27.9	-7.1%
- Cc1cc(C)cc(NC(=O)CSc2nccn2C2CCCC2)c1
→ -0.2	0.9	-3.1%	-1.2%	-38.3%	-17.1%	9.4%	·	-1.6%
- Cc1cc(C)c(NC(=O)c2sc3nc(C)cc(C)c3c2N)c(C)c1
→ -0.8	-0.3	-14.6%	-2.8%	-8.6%	-23.9%	-1.8%	·	2.6%
- O=C(O)c1ccccc1SCC(=O)N1CCc2ccccc21
→ 0.3	-4.7	0.6%	-4.5%	9.9%	12.6%	-4.2%	7.6	-6.5%
- CCOC(=O)N1CCc2c(sc3c2c(=O)n(Cc2ccccc2)c(=O)n3Cc2cc(C)ccc2C)C1
→ 0.3	-8.9	-7.6%	-0.3%	15.3%	-17.8%	8.4%	·	3.1%
- Cc1ccc(C)c(Oc2cc(NN3CCCCC3)c([N+](=O)[O-])cc2[N+](=O)[O-])c1
→ -0.9	-5.2	1.4%	-4.7%	-9.5%	14.6%	4.0%	0.7	-17.0%
- CC(C)(C)C1=NN(c2ccc([N+](=O)[O-])cc2)C(c2ccccc2)C1 (configuration not stated)
→ -0.7	1.6	-9.8%	-0.6%	3.3%	-13.3%	0.0%	29.4	4.9%
- CCc1ccccc1Oc1nc2cc(-c3cccc(OC)c3)sc2c(=O)n1C
→ ·	-0.5	-6.8%	-2.1%	·	-2.3%	·	·	·
- CC1(C)CC(=O)C2=C(C1)N1C(=C(C#N)C2c2ccc(Cl)cc2)N=C(N)c2ccccc21 (configuration not stated)
→ -1.7	-3.4	-18.5%	-1.5%	14.1%	?	-22.7%	-11.8	-4.8%
- COC(=O)C(CC(C)C)NC(=O)c1ccc([N+](=O)[O-])cc1 (configuration not stated)
→ 0.2	2.5	1.0%	0.9%	11.9%	0.0%	·	9.4	-4.6%
- C(#Cc1ccccc1)Cn1nnc2ccccc21
→ ·	-6.3	-5.1%	4.0%	11.9%	0.3%	-5.6%	·	·
- CCOC(=O)C1(Cc2cccc(Cl)c2)CCCN(C(=O)c2ccc(C)nc2)C1 (configuration not stated)
→ 0.7	-3.4	1.0%	-4.5%	-18.2%	-5.7%	-14.2%	1.4	14.3%
- Cc1cc(C)n(C(=O)CNc2ccccc2Cl)n1
→ 0.1	-0.9	-2.1%	-2.7%	3.1%	3.1%	-8.4%	32.2*	-8.0%
- C/C=C(\C)CN1CCc2cc(OC)c(OC)cc2C1
→ 0.4	-0.9	-0.3%	-3.3%	2.6%	4.7%	-4.4%	-5.3	-1.7%
- CCCc1nc2ccccc2c(C(=O)OCC(=O)NCc2ccc3c(c2)OCO3)c1CC
→ ·	-3.8	-6.3%	1.1%	8.1%	-16.9%	-1.0%	·	5.0%
- CSCCC(NC(=O)c1ccc(C)o1)C(=O)O (configuration not stated)
→ 0.0	-9.2	-0.1%	2.6%	-8.0%	0.0%	-8.9%	5.1	-4.4%
- CCOC(=O)Cc1csc(NS(=O)(=O)c2ccc(C(F)(F)F)cc2)n1
→ 0.0	0.1	-3.6%	-1.3%	-7.8%	-2.0%	-0.2%	-12.8	155.6%[activator]
- Cc1cc(C)cc(N2C(=O)CSC23C(=O)N(CC(=O)Nc2ccc(F)cc2F)c2ccccc23)c1 (configuration not stated)
→ ·	-6.1	0.0%	-4.3%	13.2%	-10.9%	6.5%	·	0.5%
- CCN(CC(=O)Nc1ccc(NC(C)=O)cc1)c1ccc(C(F)(F)F)cn1
→ 0.5	-7.1	-3.5%	-3.4%	1.1%	-10.9%	-0.2%	-9.6	12.5%
- CN(C(=O)COc1cc(=O)n(C)c2ccccc12)c1ccc(Br)cc1
→ -0.5	0.2	-0.4%	0.4%	-5.2%	78.7%[activator]	0.3%	16.8	2.7%
- Cc1ccc(N=C2S/C(=C/c3cccc(OCC(=O)O)c3)C(=O)N2C)cc1C
→ -0.1	-16.9	-0.5%	-0.5%	14.5%	0.0%	3.7%	-8.2	0.3%
- O=C(N/N=C/c1cc2c(cc1[N+](=O)[O-])OCO2)c1cccnc1
→ -0.2	4.8	-0.5%	-4.4%	26.5%	7.4%	3.5%	-1.6	-2.5%
- O=C(Cn1cnc([N+](=O)[O-])n1)NC1CC1
→ 1.2	0.1	3.0%	-3.2%	6.8%	-5.6%	1.1%	9.1	-14.4%
- Cc1cc(C)n(CC(=O)NC2CCCc3c2cnn3-c2ccccc2F)n1 (configuration not stated)
→ -1.1	2.5	-0.5%	8.5%	-4.9%	0.0%	3.1%	17.7	-4.3%
- C[C@H]1CN([C@@H](C)CO)C(=O)CCCn2nncc2CO[C@H]1CN(C)S(=O)(=O)c1ccc(F)cc1
→ ·	-18.3	-5.1%	-1.9%	·	11.7%	-1.2%	·	·
- Cc1ccc2ccc3cc(C(=O)N4CCN(c5ccccc5)CC4)nc3c2[nH]1
→ -0.5	-0.7	-2.9%	-6.7%	-16.3%	-1.1%	4.1%	·	2.3%
- COc1ccc(NC(=O)c2ccccc2N(Cc2ccccc2)S(C)(=O)=O)c(OC)c1
→ 0.3	-3.1	2.3%	-3.9%	-29.3%	16.1%	2.1%	-0.1	-4.6%
- Cc1cc(C(=O)COC(=O)/C=C/c2cccc(Br)c2)c(C)n1C
→ 0.9	-2.7	0.4%	-1.1%	-23.3%	-10.0%	2.5%	-5.8	7.7%
- CCn1c(=O)c(C(=O)Nc2cccnc2)c(O)c2ccccc21
→ ·	2.9	1.2%	1.5%	15.2%	19.9%	-2.5%	·	·
- CCOC(=O)N1CCN(c2cc(=O)n(-c3ccccc3C)c(=O)[nH]2)CC1
→ 0.8	-0.6	0.9%	-3.2%	-0.2%	-11.5%	-1.4%	1.2	-15.5%
- Cc1occc1C(=O)NC1CCCCCCC1
→ 0.1	-2.1	1.2%	1.8%	-21.3%	4.2%	-1.1%	12.4	-5.7%
- CC(C)c1ccc(C2(C)NC(=O)N(CC(=O)N3CCN(C(=O)c4cccs4)CC3)C2=O)cc1 (configuration not stated)
→ ·	-6.2	3.0%	-3.6%	-10.4%	156.5%[activator]	-6.1%	·	-4.2%
- COc1cccc(NC(=O)C2CCCN(S(=O)(=O)c3cn(C(C)C)cn3)C2)c1 (configuration not stated)
→ 1.0	1.2	8.6%	-0.8%	-24.6%	-2.5%	-0.4%	·	4.0%
- Cc1ccc(S(=O)(=O)N2CCC(C(=O)OC(C)C(=O)NC3CCCCC3C)CC2)cc1C (configuration not stated)
→ -0.4	-4.7	-0.4%	-3.0%	11.7%	-17.3%	-3.8%	-8.7	4.0%
- O=C1C(Cl)=C(N2CCCCC2)C(=O)N1c1ccccc1
→ 1.9	-2.8	3.6%	-5.2%	-31.2%	-14.8%	0.6%	-16.4	1.0%
- COc1cc(NC(=O)C2CCCO2)c(OC)cc1Cl (configuration not stated)
→ 0.4	-2.0	-7.0%	-2.7%	-14.3%	-5.5%	2.3%	3.6	-0.2%
- CCOC(=O)c1scc(-c2ccc(C)cc2)c1S(=O)(=O)Nc1cccc(CC)c1
→ -0.4	-3.5	2.1%	-3.0%	4.3%	-7.8%	2.6%	·	0.4%
- CC(C)(C)C(=O)[C@@H]1[C@@H]2C(=O)N(C3CCCCC3)C(=O)[C@@H]2[C@H]2c3ccccc3C=CN12
→ -0.5	0.0	-9.6%	1.8%	-30.0%	?	-22.6%	0.7	6.6%
- N=c1n(Cc2ccc(Cl)cc2)c2ccccc2n1CC(O)c1ccco1 (configuration not stated)
→ 0.5	-6.5	0.5%	-12.2%	17.3%	-15.3%	1.4%	1.1	3.5%
- O=S(=O)(NCC1CCCO1)c1cc(Cl)ccc1Br (configuration not stated)
→ -0.1	-5.6	-2.6%	-5.7%	1.1%	4.9%	2.5%	-5.9	3.5%

Compound activity as filed in PubChem.

The list is partial; the hit share may differ from the screen's.
